Screens deposited in PubChem by several laboratories.
cardiac RTF act: cardiac RTF calcium sensitivity activators, primary screen, biochemical, IANBD-TnC fluorescence, EC20 calcium. IANBD-labeled TnC RTF fluorescence at EC20 calcium; 0% EC20 calcium, 100% full calcium. activation, % at 7.2 µM. 340,000 tested, 0.24% active;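 active = activation above the mean over all tested compounds plus 3 SD, cut at about 30% in these data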;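 also: rise in fluorescence read as greater calcium sensitivity of cardiac thin filaments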
CDK5 inh: inhibitors of human CDK5/p35 kinase, primary screen, biochemical, single concentration; 330,000 tested, 0.01% active; inhibition, % at 10 µM; Recombinant CDK5/p35, ADP-Glo luminescence, 60 min; Cyclin-dependent kinase 5 (Homo sapiens) + Cyclin-dependent kinase 5 activator 1 (Homo …;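 active = highest replicate inhibition of at least 50% and at least 75% of replicates reaching 50%; inconclusive = only one of the two criteria met; inactive = both criteria failed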;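 also: plate controls were DMSO neutral control for no effect and GW8510 at 10 µM for full effect; many of its hits are not listed in these tables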
CAL PDZ FP-1: untagged CAL PDZ binding inhibitors, primary screen, biochemical, fluorescence polarization, HTS; Golgi-associated PDZ and coiled-coil motif-containing protein (Homo sapiens), Q9HD26; purified CAL PDZ, TMR-peptide fluorescence polarization, 1 h; inhibition, % at 24.9 µM; 300,000 tested, 0.92% active; AID 602252, 2012;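 active = mean inhibition of at least 30% with at least half of replicates also reaching 30%; inconclusive = no clear call, values can overlap the other calls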;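 also: 0% = DMSO neutral control and 100% = excess unlabeled competitor peptide PRC23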
dFosB act: activators of delta FosB homodimer, primary screen, biochemical, fluorescence polarization, TAMRA-CDK5 oligo, single point; 340,000 tested, 0.99% active; Protein FosB (Mus musculus), P13346; activation, % at 25 µM; purified delta FosB; percent of positive-control signal above neutral wells;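 active = mean activation above about 17%, with every replicate also reaching it, limit read from the data, passing the limit was not always enough; inconclusive = only one of the two conditions met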;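 also: fluorescence polarization rise as delta FosB binds a TAMRA Cdk5 AP-1 oligo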
Target sequence (P13346 whole entry, looked up): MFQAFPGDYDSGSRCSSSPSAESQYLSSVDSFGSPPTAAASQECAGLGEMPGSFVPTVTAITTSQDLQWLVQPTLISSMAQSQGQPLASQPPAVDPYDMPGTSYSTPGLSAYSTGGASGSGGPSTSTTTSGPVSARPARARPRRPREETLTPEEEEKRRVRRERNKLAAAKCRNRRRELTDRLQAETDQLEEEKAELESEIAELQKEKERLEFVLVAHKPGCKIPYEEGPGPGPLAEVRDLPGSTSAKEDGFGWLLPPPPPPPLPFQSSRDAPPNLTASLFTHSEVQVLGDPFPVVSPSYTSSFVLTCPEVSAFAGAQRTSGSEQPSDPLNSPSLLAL
Tat transport: E. coli Tat export inhibitors, primary screen, MC4100, TorA-mCherry reporter, fluorescence, single point; 340,000 tested, 0.036% active; inhibition, % at 10 µM;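 active = mean replicate inhibition at least 50% and at least half of replicates individually reaching 50%; inconclusive = only one of the two criteria met; inactive = neither criterion met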;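 also: exported cargo escapes ClpAP degradation while cytoplasmic cargo is degraded and loses fluorescence; 0% = median of neutral control wells and 100% = median of NaSCN control wells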
Rtt109 Vps75: inhibitors of C. albicans Rtt109/Vps75 HAT, primary screen, biochemical, ThioGlo CoA-SH fluorescence, plate reader; Histone acetyltransferase RTT109 (Candida albicans (strain SC5314 / ATCC MYA-2876)), …; purified Rtt109/Vps75, 4 h; inhibition, % at 34.9 µM; 330,000 tested, 0.16% active; AID 540336, 2011;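 active = inhibition of at least 50% in every replicate; inconclusive = best replicate reaches 50% inhibition but some replicates fall short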
Target sequence (Q5AAJ8 whole entry, looked up): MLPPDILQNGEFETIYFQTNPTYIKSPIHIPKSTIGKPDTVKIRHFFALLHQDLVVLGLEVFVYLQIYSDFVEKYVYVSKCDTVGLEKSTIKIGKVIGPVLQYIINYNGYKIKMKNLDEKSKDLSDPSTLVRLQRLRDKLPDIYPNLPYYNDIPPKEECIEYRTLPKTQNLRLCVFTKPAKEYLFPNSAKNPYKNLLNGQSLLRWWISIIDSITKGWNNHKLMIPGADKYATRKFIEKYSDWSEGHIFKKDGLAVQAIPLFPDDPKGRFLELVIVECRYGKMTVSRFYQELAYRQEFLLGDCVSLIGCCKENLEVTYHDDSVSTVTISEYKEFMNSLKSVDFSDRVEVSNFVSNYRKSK
MITF TRPM1 HTS: activators of MITF-driven TRPM1 promoter reporter, primary screen, cell-based, SK-MEL-5, luciferase, single point; 300,000 tested, 0.75% active; activation, % at 12.5 µM; SK-MEL-5 TRPM1-promoter luciferase, 24 h; % of positive control, neutral wells = 0;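 active = mean activation of at least 80% with every replicate also reaching 80%; inconclusive = mean reaches 80% but some replicate falls short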;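 also: 0% = neutral control wells and 100% = parthenolide positive control wells; values of inactives mirror those of a sister screen read the other way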
Wnt act: Wnt/beta-catenin pathway activators, primary screen, cell-based, plate reader, single point; Wnt/beta-catenin reporter cell assay, activator; activation, % at 9.35 µM; 300,000 tested, 1.2% active; AID 743398, 2014; in the data active = activation above about 30%, passing the limit was not always enough; inconclusive = no clear call, values can overlap the other calls;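 also: 0% = neutral control wells and 100% = positive control wells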
CAL PDZ FP-2: CAL PDZ peptide-binding inhibitors, primary screen, biochemical, fluorescence polarization, Cer-tagged CAL PDZ, HTS; purified CAL PDZ, TMR-peptide fluorescence polarization, 1 h; AID 504414, 2011; inhibition, % at 20 µM; Golgi-associated PDZ and coiled-coil motif-containing protein (Homo sapiens), Q9HD26; 330,000 tested, 0.02% active;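 active = highest replicate inhibition of at least 40%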;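 also: plate controls were DMSO neutral control wells for no effect and unlabeled competitor peptide control wells for full effect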
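Test system: purified CerCALP PDZ construct; Compound dosing: one concentration, 20 µM compound; Also added: TMR-labelled reporter peptide T*-PRC34 bound in PDZ groove; Read-out: inhibition from polarization loss; Controls: unlabelled peptide and DMSO controls; Signal: FP readout, S and P plane fluorescence; Incubation: 1 h at RT.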
V-ATPase pHluor: regulators of yeast V-ATPase proton pumping, primary screen, pHLuorin cytosolic pH fluorescence | S. cerevisiae | response, % at 10 µM | 350,000 tested, 0.37% active; in the data active = response mostly above about 7.3%, no sharp cut-off; inactive = mostly below about 5.4%; also: actives read high; inactives centre near 0; some compounds called inactive have numbers as strong as hits
The depositor's hits bear a star.

CN(C)/C=C/C(=O)c1nn(-c2ccc(F)cc2)ccc1=O was read as cardiac RTF act -0.8, CDK5 inh 0.7, dFosB act 3.8, Tat transport 5.0, Rtt109 Vps75 5.8, MITF TRPM1 HTS -5.3, Wnt act -0.4, CAL PDZ FP-2 0.0 and V-ATPase pHluor -1.8.
`COc1cc(/C=N/NC(=O)c2csc3c2CCCC3)ccc1OCCN1CCOCC1` gave cardiac RTF act -4.9, CDK5 inh 3.7, CAL PDZ FP-1 -5.1, dFosB act 2.6, Tat transport 3.6, Rtt109 Vps75 9.3, MITF TRPM1 HTS 13.9, Wnt act -2.0, CAL PDZ FP-2 -4.4 and V-ATPase pHluor 3.3.
For CCC(=O)NCc1nc2ccccc2n1Cc1ccccc1F the results were cardiac RTF act -7.1, CDK5 inh 2.1, CAL PDZ FP-1 5.0, dFosB act 1.9, Tat transport 0.2, Rtt109 Vps75 14.3, MITF TRPM1 HTS -2.5, Wnt act -1.6, CAL PDZ FP-2 0.5 and V-ATPase pHluor -1.8.
For Cc1nnc(C)c2c(C)n(-c3ccccc3N)c(C)c12 the results were cardiac RTF act 1.1, CDK5 inh -1.3, CAL PDZ FP-1 7.6, dFosB act -11.2, Tat transport 2.9, Rtt109 Vps75 -8.1, MITF TRPM1 HTS -5.5, Wnt act -0.8, CAL PDZ FP-2 -3.4 and V-ATPase pHluor 2.2.
For CCc1ccc(-c2nc(CS(=O)CC(=O)NCCN3CCCCCC3)c(C)o2)cc1 (stereo unspecified) the results were cardiac RTF act 0.7, CDK5 inh -5.9, dFosB act -17.1, Tat transport 7.4, Rtt109 Vps75 14.3, MITF TRPM1 HTS -5.4, Wnt act -1.8, CAL PDZ FP-2 -0.1 and V-ATPase pHluor -0.8.
Screening COc1ccccc1NC(=O)CCSc1nnc(-c2ccco2)o1 returned cardiac RTF act -1.5, CDK5 inh -1.1, CAL PDZ FP-1 4.5, dFosB act -2.6, Tat transport -8.6, Rtt109 Vps75 3.2, MITF TRPM1 HTS -4.8, Wnt act 0.2, CAL PDZ FP-2 -1.1 and V-ATPase pHluor -1.5.
For Nc1nc(SCc2ccc(Cl)cc2Cl)n[nH]1 the results were cardiac RTF act -6.6, CDK5 inh -2.1, CAL PDZ FP-1 0.5, dFosB act 4.0, Tat transport -8.5, Rtt109 Vps75 -0.1, MITF TRPM1 HTS 42.6, CAL PDZ FP-2 -1.5 and V-ATPase pHluor 6.2.
Screening O=C(N/C(=C/c1ccc(F)cc1)C(=O)N1CCCCC1)c1ccco1 returned cardiac RTF act 0.0, CDK5 inh 1.3, dFosB act -0.2, Tat transport -5.2, Rtt109 Vps75 2.5, MITF TRPM1 HTS -3.0, Wnt act -0.9, CAL PDZ FP-2 -0.5 and V-ATPase pHluor 0.3.
`CCN(CC)C(=S)SCC(=O)Nc1ccc(S(N)(=O)=O)cc1` gave cardiac RTF act -4.7, CDK5 inh -0.2, CAL PDZ FP-1 -0.5, dFosB act -9.5, Tat transport -4.0, Rtt109 Vps75 -3.2, MITF TRPM1 HTS -5.1, Wnt act -0.9, CAL PDZ FP-2 0.2 and V-ATPase pHluor -1.0.
Oc1c(C=Nc2cccnc2)sc2ccccc12 was read as cardiac RTF act -2.1, CDK5 inh 3.4, CAL PDZ FP-1 0.4, dFosB act 6.2, Tat transport -2.3, Rtt109 Vps75 11.9, MITF TRPM1 HTS 8.2, CAL PDZ FP-2 -1.4 and V-ATPase pHluor 2.4.
For O=C(NCc1cccnc1)C1CC(c2ccc(Cl)c(Cl)c2)=NO1 (stereo unspecified) the results were cardiac RTF act 5.7, CDK5 inh 1.3, CAL PDZ FP-1 -2.7, dFosB act 1.4, Tat transport -12.2, Rtt109 Vps75 0.2, Wnt act 0.5, CAL PDZ FP-2 -1.0 and V-ATPase pHluor -3.5.
CC(=O)Oc1ccc(N2C(=O)C3C4C=CC(CO)(O4)C3C2=O)cc1 (stereo unspecified) was read as cardiac RTF act -0.8, CDK5 inh 0.1, dFosB act 0.2, Tat transport -7.0, Rtt109 Vps75 6.4, MITF TRPM1 HTS -9.7, CAL PDZ FP-2 -1.1 and V-ATPase pHluor -3.6.
Screening O=C(OCCNC(=O)c1ccc2ccccc2n1)c1cccnc1 returned cardiac RTF act 6.5, CDK5 inh -1.6, CAL PDZ FP-1 -1.6, dFosB act 6.9, Tat transport 2.2, Rtt109 Vps75 0.2, MITF TRPM1 HTS -5.6, CAL PDZ FP-2 -0.2 and V-ATPase pHluor -0.6.
Screening O=C1CC(Sc2ccc(Cl)cc2)C(=O)N1Cc1ccncc1 (stereo unspecified) returned cardiac RTF act 5.2, CDK5 inh 0.7, dFosB act 1.6, Tat transport 7.6, Rtt109 Vps75 2.0, MITF TRPM1 HTS 7.6, Wnt act 0.6, CAL PDZ FP-2 -2.4 and V-ATPase pHluor 1.7.
For O=C(NCCCn1ccnc1)c1cn(Cc2ccc(F)cc2)nn1 the results were cardiac RTF act 6.5, CDK5 inh -1.2, CAL PDZ FP-1 -2.6, dFosB act 6.5, Tat transport 13.8, Rtt109 Vps75 6.8, MITF TRPM1 HTS 2.3, Wnt act -5.4, CAL PDZ FP-2 0.8 and V-ATPase pHluor -0.7.
For CC(=O)Nc1ccc(NC(=O)C(C)Sc2n[nH]c(-c3ccc(C)cc3)n2)cc1 (stereo unspecified) the results were cardiac RTF act 4.9, CDK5 inh -0.3, CAL PDZ FP-1 -1.0, dFosB act -0.5, Tat transport -2.3, Rtt109 Vps75 5.7, MITF TRPM1 HTS -7.8, Wnt act 3.7, CAL PDZ FP-2 -3.0 and V-ATPase pHluor 2.3.
O=C(O)[C@@H]1[C@@H]2C[C@@H]2CN1c1ncccc1[N+](=O)[O-] was read as cardiac RTF act 4.6, CDK5 inh 0.4, CAL PDZ FP-1 -4.6, dFosB act -0.8, Tat transport -5.4, Rtt109 Vps75 2.2, MITF TRPM1 HTS -10.8, Wnt act 0.3, CAL PDZ FP-2 0.4 and V-ATPase pHluor -3.1.
`Cn1c(=O)c(=O)n(C)c2cc(N3CCCCC3)c(NS(=O)(=O)c3ccc([N+](=O)[O-])cc3)cc21` gave cardiac RTF act -0.4, CDK5 inh 1.4, CAL PDZ FP-1 -0.7, dFosB act -3.5, Tat transport -7.2, Rtt109 Vps75 0.7, MITF TRPM1 HTS -13.6, Wnt act 0.9, CAL PDZ FP-2 -1.3 and V-ATPase pHluor 0.7.
CN1CCN(C(=S)c2ccc(Cl)cc2)CC1 was read as cardiac RTF act 0.2, CDK5 inh 0.7, CAL PDZ FP-1 -0.3, dFosB act -9.6, Tat transport -4.1, Rtt109 Vps75 -7.2, MITF TRPM1 HTS -1.8, Wnt act -7.1, CAL PDZ FP-2 -2.6 and V-ATPase pHluor 4.0.
For COc1cccc(NC(=O)CN(C)CC(=O)c2c(N)n(Cc3ccccc3)c(=O)n(C)c2=O)c1 the results were cardiac RTF act -0.2, CDK5 inh -0.3, dFosB act 10.2, Tat transport -3.8, Rtt109 Vps75 -11.2, MITF TRPM1 HTS -4.2, Wnt act -1.6, CAL PDZ FP-2 -2.0 and V-ATPase pHluor 0.9.
Cn1cnnc1SCC(=O)Nc1cccc(C(=O)O)c1 was read as cardiac RTF act 1.0, CDK5 inh 1.3, CAL PDZ FP-1 -8.0, dFosB act 0.0, Tat transport -7.5, Rtt109 Vps75 4.7, CAL PDZ FP-2 0.6 and V-ATPase pHluor -5.3.
Screening COc1ccccc1-c1nnc(SCC(=O)NC2CCCCC2)o1 returned cardiac RTF act -6.3, CDK5 inh 1.3, CAL PDZ FP-1 -4.9, dFosB act -3.0, Tat transport -2.8, Rtt109 Vps75 13.7, MITF TRPM1 HTS -34.2, Wnt act -0.3, CAL PDZ FP-2 0.4 and V-ATPase pHluor 0.7.
Screening Cc1[nH]c(=S)c(C#N)c(-c2ccco2)c1C(=O)N(C)C returned cardiac RTF act 3.2, CDK5 inh 1.4, CAL PDZ FP-1 -1.2, dFosB act -2.4, Tat transport -3.3, Rtt109 Vps75 inconclusive, MITF TRPM1 HTS 4.5, Wnt act -1.4, CAL PDZ FP-2 -1.9 and V-ATPase pHluor -0.5.
Screening CCN(CC)S(=O)(=O)c1cccc(C(=O)Nc2cccnc2)c1 returned cardiac RTF act 5.6, CDK5 inh -0.5, CAL PDZ FP-1 -4.0, dFosB act -6.6, Tat transport 6.8, Rtt109 Vps75 -7.5, MITF TRPM1 HTS 8.4, Wnt act -7.7, CAL PDZ FP-2 -2.9 and V-ATPase pHluor 0.5.
For CCOc1ccc(CCNC(=O)CCC(=O)c2cccs2)cc1OCC the results were cardiac RTF act -4.0, CDK5 inh -2.8, CAL PDZ FP-1 1.7, dFosB act -5.5, Tat transport 5.2, Rtt109 Vps75 -4.8, MITF TRPM1 HTS -12.3, Wnt act 1.0, CAL PDZ FP-2 0.2 and V-ATPase pHluor -2.7.
CCOc1ccc(S(=O)(=O)N2CCCC(C(=O)NC3CCCC3)C2)cc1 (stereo unspecified) was read as cardiac RTF act -2.7, CDK5 inh -2.7, CAL PDZ FP-1 -0.3, dFosB act -11.8, Tat transport -5.7, Rtt109 Vps75 -10.4, MITF TRPM1 HTS -2.7, Wnt act 3.3, CAL PDZ FP-2 -2.8 and V-ATPase pHluor 1.0.
`NC(=O)NCCC1=CCCCC1` gave cardiac RTF act 4.6, CDK5 inh -2.0, CAL PDZ FP-1 -5.7, dFosB act -2.6, Tat transport -8.5, Rtt109 Vps75 5.3, Wnt act -4.8 and V-ATPase pHluor -3.5.
CS(=O)(=O)c1ccc2nc(NC(=O)c3cccc([N+](=O)[O-])c3)sc2c1 was read as cardiac RTF act -9.1, CDK5 inh 0.6, CAL PDZ FP-1 8.8, dFosB act 0.7, Tat transport -7.8, Rtt109 Vps75 1.7, MITF TRPM1 HTS 63.7, Wnt act 7.3 and V-ATPase pHluor 0.5.
Cc1cc(NC(=O)Nc2ccc(C)c(C)c2)no1 was read as cardiac RTF act -2.6, CDK5 inh 0.6, CAL PDZ FP-1 1.9, dFosB act -1.0, Tat transport -1.2, Rtt109 Vps75 7.2, MITF TRPM1 HTS 61.2, Wnt act 31.6*, CAL PDZ FP-2 -0.1 and V-ATPase pHluor 2.1.
